Myeloid diff MLP – compounds promoting myeloid differentiation. ER-HoxA9 myeloid progenitors, lysozyme-GFP differentiation, flow cytometry. calls only at 10 µM. hit rate 1% among 360,000. AID 624256;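 active = normalized GFP-positive differentiation at or above the plate's own cutoff, the solvent-only control mean plus 3 SD; inconclusive = no clear call, values can overlap the other calls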;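 also: cells exposed to compound for four days before flow analysis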
XIAP displacement – small molecules displacing peptide from XIAP – biochemical, IAP family, fluorescence polarization (AID 1018); displacement, % at 20 µM; hits with a dose series show IC50 in µM; hit rate 0.007% among 200,000; XIAP BIR domain, fluorescence polarization peptide displacement; higher % means a stronger effect; in the data active = displacement above about 50%; also: a part of the inactive calls stands beside numbers as strong as those of hits
HEK293 NOD2/NF-kB – NOD2 signaling inhibitors, cell-based, luminescence, uHTS, HEK293 (AID 1566). inhibition, % at 4 µM; hits with a dose series show EC50 in µM. hit rate 0.63% among 290,000. HEK293 NOD2/NF-kB luciferase reporter, luminescence; higher % means a stronger effect; also: many of its hits are not listed in these tables
Dengue-2 NS5 capping – flavivirus cap methylation enzyme inhibition – biochemical, confirmation dose response, primary screen (AID 588689); Dengue-2 NS5 methyltransferase capping enzyme assay, biochemical; higher % means a stronger effect; one-dose inhibition, % at 25 µM; IC50 in µM for titrated hits; hit rate 0.3% among 340,000; in the data active = a potency from the dose series; inconclusive = inhibition above about 29% without an active follow-up result
HIV peptide binding – cell-free HIV fusion peptide-binding blockers – biochemical, uHTS, fluorescence dequenching, primary screen (AID 1986). cell-free peptide binding, fluorescence dequenching, 30 min; higher % means a stronger effect. inhibition, % at 20 µM, or IC50 in µM where a hit was titrated. hit rate 0.3% among 290,000; in the data active = inhibition mostly above about 52%, no sharp cut-off; inactive = mostly below about 76%; also: some results filed as inactive read as strong as hits
Siah-1 displacement – blockers of Siah-1 interaction with plectin peptide – biochemical, fluorescence polarization, rhodamine-plectin, uHTS, primary screen (AID 1817); hit rate 0.02% among 290,000; Siah-1 / rhodamine-plectin peptide fluorescence polarization; higher % means a stronger effect; displacement, % at 20 µM; hits with a dose series show IC50 in µM;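 active = displacement of at least 50% at 20 µM, with a fluorescence ratio check between 0.3 and a set limit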;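 also: plate controls were Siah plus tracer with DMSO for no effect and tracer alone without Siah for full effect; strong numbers were not always called active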
AID2073 – disruptors of CaV2.2 binding to Mint1 – biochemical, HTRF (AID 2073) | HTRF protein-protein interaction, Mint1-CaV2.2; higher % means a stronger effect | inhibition, % at 20 µM, or IC50 in µM where a hit was titrated | hit rate 0.19% among 290,000; in the data active = inhibition mostly above about 51%, no sharp cut-off; inconclusive = no clear call, values can overlap the other calls; inactive = mostly below about 53%; also: some results filed as inactive read as strong as hits
Hep lipid drop – modulators of hepatic lipid droplet formation; inhibition, % at 6.5 µM; hit rate 0.4% among 240,000; AID 1656; AML12 mouse hepatocytes, oleate lipid droplets, BODIPY imaging;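 active = lipid droplet intensity inhibited by at least 50%, with more than 500 cells counted; inconclusive = wells with under 300 cells, treated as cytotoxic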
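Material – mouse AML12 hepatocyte cell line, fixed after treatment · Compound dosing – one dose, 6.5 µM compound · Times – compound with oleate, overnight · Measured by – Image-based BODIPY and DAPI two-channel analysis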
LYP phosphatase – inhibitors of LYP phosphatase, biochemical, fluorescence intensity, uHTS (AID 1779). inhibition, % at 11.5 µM; hits with a dose series show IC50 in µM. hit rate 0.054% among 290,000. recombinant LYP phosphatase, fluorescence intensity; higher % means a stronger effect;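 also: plate controls were vehicle with enzyme for no effect and no enzyme for full effect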
Hep lipid drop cells 6.5 µM – recorded beside Hep lipid drop, whose call it bears; cell count; measured here: cell count, cytotoxicity flag;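 cells counted across two imaged fields per well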
Dengue-2 NS5 capping pilot replicate – further read-out of Dengue-2 NS5 capping, marked with its call; inhibition, %; measured here: pilot screen replicate inhibition
Myeloid diff MLP GFP+ MAC1+ % – also measured in Myeloid diff MLP; calls as there; GFP+ MAC1+ double positive, %; measured here: differentiation confirmed by MAC1 staining
Active calls of the source: *; i = inactive; ? = inconclusive; . = not tested or not shown. Rule as the data show it, unless noted: active = inhibition above about 50%; inactive = the rest.

Sample of the layout (8 entries):
SMILES | Myeloid diff MLP | Myeloid diff MLP GFP+ MAC1+ % | XIAP displacement | HEK293 NOD2/NF-kB | Dengue-2 NS5 capping | HIV peptide binding | Siah-1 displacement | AID2073 | Hep lipid drop | Hep lipid drop cells 6.5 µM | LYP phosphatase | others
COc1cc(S(=O)(=O)NCc2ccc(F)cc2)ccc1-n1cnnn1 | i | 0.5 | . | -3% | -8% | -0.6% | 4% | -5% | 3 | 844 | -8%
O=C(Cn1c(C(F)(F)F)nc2ccccc21)Nc1ccccc1C(=O)O | i | 0.5 | -12% | 8% | -10% | 0.7% | -6% | 9% | 10 | 681 | -5%
CC(C)N1C(=O)/C(=C\c2nc3ccccc3c(=O)[nH]2)c2ccccc21 | i | 0.2 | -4.2% | -10% | -7% | -3.9% | 4% | 16% | -3 | 667 | 3%
CC(C)(CN1CCc2ccccc2C1)NS(=O)(=O)c1ccc(Cl)cc1 | i | 0.8 | . | 19% | 24% | 0.7% | 12% | 4% | 1 | 683 | -3%
ClC1(Cl)CC1CSc1nnc(-c2ccncc2)o1 (centres undefined) | i | 0.2 | . | 6% | -4% | 0.3% | -4% | 2% | -4 | 852 | -3%
Cc1ccc2c(c1)COc1c3ccc(C(=O)N4CCOCC4)cc3nn1-2 | i | 0.6 | . | -60% | 3% | -1.0% | -2% | 7% | . | . | -3%
O=C(CSC1=NCCS1)Nc1nc2c(s1)CCCC2 | i | 0.7 | -2.0% | -59% | -16% | 4.4% | 1% | -20% | . | . | -3% | Dengue-2 NS5 capping pilot replicate=1.5
Cc1cccc2cc(CN(Cc3ccc(F)cc3)C(=O)N3CCOCC3)c(=O)[nH]c12 | i | 4.7 | -4.2% | 5% | -7% | -0.7% | 5% | 36% | -2 | 730 | 3%

The listing, from the start:
SMILES | Myeloid diff MLP | Myeloid diff MLP GFP+ MAC1+ % | XIAP displacement | HEK293 NOD2/NF-kB | Dengue-2 NS5 capping | HIV peptide binding | Siah-1 displacement | AID2073 | Hep lipid drop | Hep lipid drop cells 6.5 µM | LYP phosphatase | others
COc1cc(S(=O)(=O)NCc2ccc(F)cc2)ccc1-n1cnnn1 | i | 0.5 | . | -3% | -8% | -0.6% | 4% | -5% | 3 | 844 | -8%
O=C(Cn1c(C(F)(F)F)nc2ccccc21)Nc1ccccc1C(=O)O | i | 0.5 | -12% | 8% | -10% | 0.7% | -6% | 9% | 10 | 681 | -5%
CC(C)N1C(=O)/C(=C\c2nc3ccccc3c(=O)[nH]2)c2ccccc21 | i | 0.2 | -4.2% | -10% | -7% | -3.9% | 4% | 16% | -3 | 667 | 3%
CC(C)(CN1CCc2ccccc2C1)NS(=O)(=O)c1ccc(Cl)cc1 | i | 0.8 | . | 19% | 24% | 0.7% | 12% | 4% | 1 | 683 | -3%
ClC1(Cl)CC1CSc1nnc(-c2ccncc2)o1 (centres undefined) | i | 0.2 | . | 6% | -4% | 0.3% | -4% | 2% | -4 | 852 | -3%
Cc1ccc2c(c1)COc1c3ccc(C(=O)N4CCOCC4)cc3nn1-2 | i | 0.6 | . | -60% | 3% | -1.0% | -2% | 7% | . | . | -3%
O=C(CSC1=NCCS1)Nc1nc2c(s1)CCCC2 | i | 0.7 | -2.0% | -59% | -16% | 4.4% | 1% | -20% | . | . | -3% | Dengue-2 NS5 capping pilot replicate=1.5
Cc1cccc2cc(CN(Cc3ccc(F)cc3)C(=O)N3CCOCC3)c(=O)[nH]c12 | i | 4.7 | -4.2% | 5% | -7% | -0.7% | 5% | 36% | -2 | 730 | 3%
Cc1cc(C)c(C)c(S(=O)(=O)NC(C)C(=O)O)c1C (centres undefined) | i | 0.2 | . | -6% | -1% | 1.1% | -2% | -13% | -21 | 700 | -3%
Cc1ccc(N=Nc2ccc(O)c(P(=O)(c3ccccc3)c3ccccc3)c2)cc1 | i | 0.4 | . | 7% | 0% | -4.1% | 0% | 19% | 26 | 687 | 9%
CC1C(c2ccccc2)N(C)CCC12NC(=O)NC2=O (centres undefined) | i | 1.6 | -10% | 9% | -9% | -2.9% | 3% | -2% | -3 | 733 | -3%
O=C(/C=C/c1ccc2ccccc2n1)N1CCN(S(=O)(=O)c2ccccc2F)CC1 | i | 0.1 | . | 31% | -2% | 0.2% | 0% | 18% | 16 | 737 | 0%
Cc1ccc(NC2CC(=O)N(Cc3ccccc3)C2=O)cc1 (centres undefined) | i | 5.0 | -3.4% | 11% | -2% | -2.4% | 2% | 1% | -4 | 779 | -5%
CCCCCCCNC(=O)C1(CC2CC(c3cccc(Br)c3)=NO2)CCNCC1 (centres undefined) | ? | . | . | -9% | -3% | -2.1% | -5% | 18% | -8 | 733 | -7%
COc1ccc(C2C3=C(CCCC3=O)Nc3nc(C(F)(F)F)nn32)cc1OC (centres undefined) | i | 1.3 | -12% | 12% | -3% | -1.1% | 5% | 2% | 2 | 783 | 2%
C/C(=N\N1C(=O)CSC1=S)c1ccc(Br)cc1 | i | 0.9 | -1.0% | 19% | -22% | 6.6% | -5% | 19% | 6 | 644 | 6%
COc1cccc(OC)c1C(=O)Nc1nc(-c2ccccc2)cs1 | i | 1.0 | . | -3% | -9% | -3.1% | -12% | 28% | -26 | 817 | 1%
c1ccc(OCCn2cnc3ccccc32)cc1 | i | 0.6 | -1.8% | 3% | -2% | -2.4% | 0% | -4% | -5 | 667 | -4%
O=C(COc1ccc2c3c(c(=O)oc2c1)CCC3)NCc1ccncc1 | i | 0.6 | . | 8% | 5% | -1.3% | -3% | 7% | 12 | 672 | -10%
O=C(CC1CCCCC1)NCc1cn2ccsc2n1 | i | 1.4 | -3.4% | -2% | 18% | 4.4% | 4% | 12% | . | . | -4%

The last 2 compounds of the part before are carried over, then new ones follow:
SMILES | Myeloid diff MLP | Myeloid diff MLP GFP+ MAC1+ % | XIAP displacement | HEK293 NOD2/NF-kB | Dengue-2 NS5 capping | HIV peptide binding | Siah-1 displacement | AID2073 | Hep lipid drop | Hep lipid drop cells 6.5 µM | LYP phosphatase | others
O=C(COc1ccc2c3c(c(=O)oc2c1)CCC3)NCc1ccncc1 | i | 0.6 | . | 8% | 5% | -1.3% | -3% | 7% | 12 | 672 | -10%
O=C(CC1CCCCC1)NCc1cn2ccsc2n1 | i | 1.4 | -3.4% | -2% | 18% | 4.4% | 4% | 12% | . | . | -4%
CC(C)Oc1ccc(/C(O)=C2/C(=O)C(=O)N(Cc3cccnc3)C2c2ccco2)cc1 (centres undefined) | i | 0.3 | -4.5% | -2% | -15% | 4.1% | -3% | 22% | . | . | -9%
Cc1cccc(N2CC(C(=O)Nc3ccc(S(=O)(=O)N4CCOCC4)cc3)CC2=O)c1 (centres undefined) | i | 0.3 | -7.6% | 3% | . | -0.6% | 0% | 6% | 2 | 655 | -4%
O=C(NCc1ccccc1)C(=O)Nc1nc(-c2ccccc2)cs1 | i | 0.7 | . | -25% | -3% | 0.5% | 1% | 3% | 13 | 720 | -2%
N/C(=N\OC(=O)c1cccs1)c1ccccc1 | i | 0.7 | -1.3% | -61% | -6% | 0.2% | 5% | 2% | 14 | 694 | -2%
CCC(C)(C)n1nnnc1C(c1ccc(C)cc1)N1CCSCC1 (centres undefined) | i | 1.0 | -3.0% | -20% | 1% | 0.4% | -7% | 4% | . | . | -4%
CC1=Nc2ccccc2/C1=C\c1sc(Nc2ccc(C)cc2)nc1O | ? | . | 0.8% | -24% | -5% | 0.7% | -6% | 1% | ? | . | 6%
Cc1c(Cl)cccc1NC(=O)CCC(=O)NNC(=O)c1ccccc1Cl | i | 3.3 | -5.0% | 19% | -2% | -1.1% | 1% | -2% | . | . | -9%
CCOC(=O)c1cc2c(C)n(-c3ccc(OCC)cc3)c(C)c2cc(C(=O)OCC)c1=O | i | 0.2 | -6.4% | 6% | -8% | 12% | 6% | 2% | 26 | 674 | 5%
O=C(O)c1cn(Cc2ccccn2)c(=O)c2ccccc12 | i | 0.7 | -8.2% | 1% | -14% | -0.4% | 1% | 1% | 0 | 710 | 4%
Cc1cc(Cl)ccc1C(=O)C1CCCN(C(=O)c2cscn2)C1 (centres undefined) | i | 0.7 | -4.6% | 8% | -1% | 1.1% | 6% | -10% | -6 | 682 | -8%
COc1ccc(Cc2c(C)nc(N)nc2Cl)cc1 | i | 0.4 | -14% | 14% | -8% | 2.8% | 6% | 2% | -15 | 568 | -9%
CCOc1ccc(N2C(=O)CC(NCCNc3ccc([N+](=O)[O-])cn3)C2=O)cc1 (centres undefined) | i | 0.7 | -1.8% | 12% | -8% | -1.8% | 13% | 2% | 2 | 553 | -3%
COC(C(=O)N/N=C(\C)c1ccc(O)cc1)c1ccccc1 (centres undefined) | i | 0.2 | . | -5% | 3% | -1.2% | 3% | 4% | . | . | -1%
Cc1ccc(S(=O)(=O)N2CCC(C(=O)C3C(=O)CCCC3=O)CC2)cc1 | i | 0.2 | -7.9% | 12% | 1% | 0.0% | -1% | 13% | -26 | 688 | -5%
CCC1Oc2ccc(C)cc2N(CC(=O)NCCCN2CCOCC2)C1=O (centres undefined) | i | 1.6 | . | 11% | -1% | 1.1% | 2% | 1% | -11 | 704 | -6%
O=C(N/N=C/c1ccccn1)c1cccc(S(=O)(=O)Nc2ccccc2Cl)c1 | i | 0.7 | -4.9% | 17% | 2% | 1.8% | -6% | 8% | 0 | 714 | -3%
CCNS(=O)(=O)c1ccc(CCC(=O)NCc2ccccc2)cc1 | i | 0.4 | -5.9% | 2% | 0% | -1.1% | -2% | -9% | 0 | 681 | -5%
CCn1c(Cc2ccccc2)nnc1SCc1ccc([N+](=O)[O-])cc1 | i | 0.2 | 2.0% | 9% | -1% | 0.8% | 8% | -4% | -16 | 594 | 7%
COc1ccc(C(=O)CSc2nc(SC)ns2)cc1OC | i | 0.8 | -5.0% | 14% | 0% | 2.4% | 0% | 5% | -6 | 733 | -1%
CN(Cc1cn[nH]c1-c1ccc(-c2ccccc2)cc1)CC1CCOCC1 | i | 0.1 | . | -29% | 2% | -1.4% | 0% | 13% | 1 | 752 | -2%
O=C(C1=C[C@H](c2ccc3c(c2)OCO3)C[C@H](OCCCCO)O1)N1CCN(Cc2ccc3c(c2)OCO3)CC1 | i | 1.8 | 0.9% | -34% | 1% | -2.4% | -3% | 5% | 0 | 756 | -3%
COc1ccc(CC2(CO)CCN(Cc3cnn(-c4ccc(F)cc4)c3)CC2)cc1 | i | 0.3 | -6.1% | 22% | -1% | -0.5% | -4% | -6% | -3 | 679 | -10%
CCCS(=O)(=O)N1CCN=C1SCc1cccc2ccccc12 | i | 0.1 | -7.6% | 0% | -9% | -1.4% | 1% | -5% | 2 | 653 | -3%
O=C(c1cccc(F)c1)N1CCN(CC2CC3C=CC2C3)CC1 (centres undefined) | i | 0.7 | -3.8% | -1% | . | -2.2% | 3% | -2% | . | . | -6%
COC(=O)C1=C(C)OC(N)=C(C#N)C1c1c(C)nn(C)c1C (centres undefined) | ? | . | -3.7% | 10% | -1% | -4.0% | 2% | -5% | 0 | 633 | -5%
COc1ccc(-c2ccc(Nc3ccc(C(=O)N4CCOCC4)cc3)nn2)cc1OC | . | . | -3.0% | 4% | -2% | 0.7% | 3% | 2% | 10 | 722 | 1%

An excerpt; rates above refer to the full screens.
